# K1F lysis inhibition: protection from phage-mediated lysis, alamar blue read-out – E. coli UTI89, K1F phage, bacterial capsule biogenesis inhibitors (AID 488966). E. coli UTI89 K1F phage lysis, alamar blue, 2 h; higher % means a stronger effect. inhibition, % at 100 µM; hits with a dose series show IC50 in µM. actives 0.02% (n = 340,000);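 active means phage lysis inhibition, versus mean bacterial control, above a set limit; inconclusive means no clear call, values can overlap the other calls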;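 further: capsule biogenesis inhibitors block K1F phage lysis so surviving cells raise fluorescence; higher fluorescence means more inhibition of phage lysis; actives were called in the ten point dose series up to 300 µM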
# TNAP activation fold: human TNAP enzyme activators, primary screen, biochemical, luminescent, no phosphate acceptor, uHTS (AID 1001); activation fold at 20 µM; hits with a dose series show EC50 in µM; actives 0.03% (n = 200,000); purified TNAP, luminescent activation assay, no phosphate acceptor; higher activation fold means a stronger effect; in the data active means activation fold from about 3, or a potency from the dose series; inactive means the rest, 99 in 100 with activation fold below about 1.6; further: many of its hits are not listed in these tables
# M1AAP inhibition: P. falciparum M1AAP inhibitors, biochemical, fluorogenic H-Leu-NHMec substrate, 1536-well (AID 1445) | actives 0.42% (n = 220,000) | recombinant M1AAP, H-Leu-NHMec fluorogenic kinetic assay; higher % means a stronger effect | one-dose inhibition, % at 30 µM; IC50 in µM for titrated hits;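 active means primary inhibition above the hit cutoff, then over 50% inhibition at one or more dose response concentrations, cut at about 23% in these data, passing the limit was not always enough; inconclusive means conflicting primary data, or primary hits not chosen for dose response; inactive means low primary inhibition, or under 50% at every dose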;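 further: plate controls were DMSO full reaction for no effect and no enzyme background for full effect; strong numbers were not always called active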
# RSV antiviral HEp-2: RSV antiviral activity via CPE protection, HEp-2 cells, primary 10 µM value included (AID 2391). HEp-2 cells, RSV-induced CPE inhibition; higher % means a stronger effect. actives 0.13% (n = 310,000). CPE inhibition, % at 10 µM; hits with a dose series show IC50 in µM; in the data active means a potency from the dose series; inconclusive means CPE inhibition mostly from about 23% at the one dose, without a potency; inactive means the rest, 99 in 100 with CPE inhibition below about 21%; further: strong numbers were not always called active
# PMI inhibitors: inhibitors of human PMI, primary screen, biochemical, fluorescence intensity, coupled assay (AID 1209); purified PMI enzyme, coupled fluorescence intensity; higher % means a stronger effect; inhibition, % at 20 µM, or IC50 in µM where a hit was titrated; actives 0.42% (n = 190,000);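 further: plate controls were DMSO vehicle for no effect and wells lacking substrate for full effect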
# West Nile virus CPE: West Nile virus antiviral activity, cell-based, CPE readout (AID 1621); actives 0.02% (n = 290,000); West Nile virus-infected cells, CPE inhibition; higher % means a stronger effect; CPE inhibition, % at 10 µM; hits with a dose series show IC50 in µM; in the data active means a potency from the dose series; inconclusive means CPE inhibition mostly from about 3.7% at the one dose, without a potency; inactive means the rest, 99 in 100 with CPE inhibition below about 2.2%; further: strong numbers were not always called active
# P. falciparum M17LAP: P. falciparum M17LAP inhibitors, primary screen, biochemical, fluorogenic H-Leu-NHMec substrate, 1536-well (AID 1619) | inhibition, % at 30 µM; hits with a dose series show IC50 in µM | actives 0.38% (n = 220,000) | recombinant M17LAP, H-Leu-NHMec fluorogenic kinetic assay; higher % means a stronger effect;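 active means compound inhibiting the enzyme by more than half at any dose during confirmatory dose-response retesting; inconclusive means strong single-dose inhibitors picked by rank but not retested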;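 further: plate controls were full reaction with DMSO carrier for no effect and no enzyme background for full effect; strong numbers were not always called active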
# human PMI inhibitors: MPI inhibition at elevated mannose 6-phosphate – biochemical, fluorescence intensity, high mannose 6-phosphate, primary screen (AID 1220). recombinant PMI enzyme, coupled fluorescence intensity; higher % means a stronger effect. inhibition, % at 20 µM; hits with a dose series show IC50 in µM. actives 0.66% (n = 190,000)
# T cell modulator: T cell immune modulation candidate | 2C CD8+ T cell-vesicle binding, flow cytometry; stronger effect = lower value | calls only at 7 µM | actives 0.068% (n = 330,000);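 active means response, share of CD8 T cells binding vesicles, and their 90th percentile fluorescence all below set limits, cut at about 80% in these data, passing the limit was not always enough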
#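 Material: 2C TCR transgenic mouse naive CD8+ T cells, MACS-purified. Also added: QL9-charged Drosophila Ld/ICAM-1/B7-1 vesicles. Timing: binding 1.5 h at 37 °C. Measured by: high-throughput flow cytometry with anti-B7-1 and anti-CD8 staining. Read-out: percent CD8+ FL2 mean versus row control. Controls: Unloaded micro-vesicles (low), QL9 vesicles with 0.7% DMSO (high).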
# T cell modulator vesicle-bound %: also measured in T cell modulator; calls as there; double positive events, %; measured here: CD8+ vesicle-bound cell fraction;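 binding gate set so that unloaded-vesicle control wells show 10% double positive cells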
# * hit, by the source's call; i = inactive; ? = inconclusive; nt = no result given; [ ] = remark or other dose. Unless noted, no stated cut-off is given here; in the data, active means inhibition above about 50%; inactive means the rest.
SMILES,K1F lysis inhibition,TNAP activation fold,M1AAP inhibition,RSV antiviral HEp-2,PMI inhibitors,West Nile virus CPE,P. falciparum M17LAP,human PMI inhibitors,T cell modulator,T cell modulator vesicle-bound %
CC(C)CC(=O)N[C@H](C(=O)N[C@H](C(=O)N[C@@H](CC(C)C)[C@@H](O)CC(=O)N[C@@H](C)C(=O)N[C@@H](CC(C)C)[C@@H](O)CC(=O)O)C(C)C)C(C)C,8.8%,1.1,14%,nt,-6%,0.1%,2%,-10%,i,8
CCN(CC)S(=O)(=O)c1ccc(C(=O)NCCN2C(=O)S/C(=C\c3cccnc3)C2=O)cc1,-0.3%,1,9%,4.6%,-27%,-0.1%,-4%,-16%,i,10
COc1ccc(C(=O)NC(C)CCc2ccccc2)c(O)c1 (stereo not drawn),-1.8%[50 µM],nt,nt,?,nt,-0.3%,nt,nt,i,43
COc1cc(OC)cc(C(=O)N2CCN(c3ncccn3)CC2)c1,0.6%,1,-9%,0.3%,5%,0.4%,5%,5%,i,40
CC(=O)C1C(c2ccc(OC(F)F)cc2)NC(=O)NC1(O)C(F)(F)F (stereo not drawn),0.2%,1.1,5%,1.1%,-6%,0.1%,12%,-10%,i,30
COc1cc(CCC(=O)Nc2ccncc2Cl)cc(OC)c1OC,0.0%,nt,nt,1.9%,nt,-0.8%,nt,nt,i,24
CC(C)c1nccn1S(=O)(=O)c1cc([N+](=O)[O-])ccc1Cl,5.3%,1.1,9%,1.8%,-8%,0.1%,-11%,-12%,i,30
CC(C)(C)NC(=O)C(c1ccncc1)N(C(=O)Cn1nnc(-c2cccs2)n1)C1CCCCC1 (stereo not drawn),0.2%,1,7%,-0.2%,2%,-1.2%,6%,-1%,i,48
CCc1ccc(CN2CC(C(=O)O)CC2=O)cc1 (stereo not drawn),-1.4%,1.1,8%,nt,10%,0.6%,7%,4%,i,36
O=C(COC(=O)c1cncc(Br)c1)NC1CCCCCC1,0.2%,1.1,5%,-1.4%,-35%,0.2%,11%,-23%,i,5
Cc1c(Cl)c(C(F)F)nn1CC(=O)NC1C(=O)N2C(C(=O)O)=C(CSc3nnnn3C)CSC12 (stereo not drawn),-0.2%,1.1,9%,nt,12%,-0.1%,11%,10%,nt,nt
O=C(NCC1CCCO1)c1cccc(NC(=O)c2cccs2)c1 (stereo not drawn),0.4%,1.1,-1%,3.0%,-9%,-0.1%,-4%,-8%,i,61
CC(=O)c1ccc(NC(=S)N(Cc2ccccc2)C(C)C2CC2)cc1 (stereo not drawn),0.1%,1,4%,4.3%,20%,-0.5%,9%,14%,i,26
O=C(NCc1ccccn1)c1cn(-c2ccccc2)nc1-c1ccc(Cl)cc1,-0.3%[50 µM],1,-8%,-0.1%,19%,-0.9%,-2%,6%,i,41
COc1ccc(N(CC(=O)NCCc2cccc(C)c2)S(=O)(=O)c2c(C)noc2C)cc1,0.1%,nt,nt,-0.5%,nt,-0.5%,nt,nt,i,10
O=C(CCc1ccccc1)NNC(=O)Nc1ccc(Br)cc1,-0.1%,nt,nt,4.0%,nt,0.7%,nt,nt,i,64
O=C1N/C(=C\c2ccc(O)cc2)C(O)=C1C=NCc1ccccc1,0.9%,1,7%,2.3%,5%,-0.1%,24%,0%,i,28
COc1ccc(Nc2ncnc3sccc23)c(OC)c1,0.3%,nt,nt,1.1%,nt,-0.2%,nt,nt,i,31
Cc1nn(C)cc1CNC(=O)c1cnn2c(C(F)F)cc(C3CC3)nc12,0.6%,1,1%,0.6%,14%,-0.3%,12%,8%,i,48
COc1nc(NC(C)=O)nc(C)c1Br,nt,1,4%,-0.6%,4%,0.5%,2%,16%,i,50
O=C(ON=C1CCSCC1)c1ccccc1,0.3%,nt,nt,2.1%,nt,0.3%,nt,nt,i,33
Cc1ccc(-c2cc(=O)c3ccccc3[nH]2)cc1,1.7%,1.1,-1%,-0.6%,-32%,-1.3%,18%,-25%,i,30
Oc1ccc(/C=N/Nc2cc(N3CCCC3)nc(N3CCCC3)n2)cc1O,-1.4%,0.7,11%,3.4%,nt,-1.4%,25%,nt,i,32
Cc1ccc(NC(=O)/C=C/c2cccc([N+](=O)[O-])c2)nc1,0.1%,1.2,-4%,0.2%,0%,-1.2%,0%,6%,i,58
CCCCc1n[nH]c2c1/C(=N/O)CC(c1ccccc1)C2 (stereo not drawn),0.4%,1.1,6%,-0.8%,10%,-0.2%,4%,0%,i,39

# Profiles from above:
# Cc1nn(C)cc1CNC(=O)c1cnn2c(C(F)F)cc(C3CC3)nc12 reads K1F lysis inhibition = 0.6%; TNAP activation fold = 1; M1AAP inhibition = 1%; RSV antiviral HEp-2 = 0.6%; PMI inhibitors = 14%; West Nile virus CPE = -0.3%; P. falciparum M17LAP = 12%; human PMI inhibitors = 8%; T cell modulator = i; T cell modulator vesicle-bound % = 48
# COc1ccc(C(=O)NC(C)CCc2ccccc2)c(O)c1 (stereo not drawn) reads K1F lysis inhibition = -1.8%[50 µM]; TNAP activation fold = nt; M1AAP inhibition = nt; RSV antiviral HEp-2 = ?; PMI inhibitors = nt; West Nile virus CPE = -0.3%; P. falciparum M17LAP = nt; human PMI inhibitors = nt; T cell modulator = i; T cell modulator vesicle-bound % = 43

# (listing goes on)
SMILES,K1F lysis inhibition,TNAP activation fold,M1AAP inhibition,RSV antiviral HEp-2,PMI inhibitors,West Nile virus CPE,P. falciparum M17LAP,human PMI inhibitors,T cell modulator,T cell modulator vesicle-bound %
Cc1cc(NC(=O)CSc2nnc(Nc3ccccc3C)s2)no1,0.1%[50 µM],nt,5%,1.6%,nt,-0.1%,5%,nt,i,54
O=C(NC(=S)N1CCN(Cc2ccccc2)CC1)c1cccnc1,-0.6%,1.1,-9%,0.7%,18%,?,6%,58%*,i,47
COc1ccc(C2CC(c3ccccc3)=NN2C(=O)COC(=O)C2(C)CC2(Cl)Cl)cc1 (stereo not drawn),0.2%,1,7%,3.0%,21%,-0.5%,16%,14%,i,29
Cc1ccccc1-c1nc(CN2CCN(C(=O)c3ccco3)CC2)c(C)o1,1.6%[50 µM],nt,nt,1.3%,nt,-0.6%,nt,nt,i,60
Cc1ccc(CNC(=O)CN2CCN(Cc3ccc(Cl)cc3)C2=O)cc1,6.6%,1.2,8%,2.8%,0%,0.1%,9%,-7%,i,17
CC(=O)n1cc(C2C(=O)CCCC2=O)c2ccccc21,0.6%,1.1,-1%,0.8%,-1%,-0.1%,10%,1%,i,53
COc1ccc(NC(=O)c2ccccc2NC(=O)NC2CCCCC2)cc1,0.6%,1.1,15%,-1.1%,8%,-0.7%,-5%,3%,i,27
CC(C)NC(=O)COc1coc(CN2CCN(c3ccccc3)CC2)cc1=O,0.2%,nt,nt,1.1%,nt,0.0%,nt,nt,i,26
COc1cccc(-n2nc(-c3ccnn3-c3ccc(F)cc3)c(=O)n(C)c2=O)c1,-2.7%[50 µM],1.1,9%,1.0%,15%,-0.2%,7%,8%,i,48
CN(Cc1ccncn1)C(=O)CC1C(=O)NCCN1Cc1cccc(Oc2ccccc2)c1 (stereo not drawn),-0.2%,1.1,6%,-0.2%,4%,-0.1%,2%,25%,i,34
Cc1cc(Nc2c(C)n(C)n(-c3ccccc3)c2=O)n2c(nc3cc(F)c(F)cc32)c1C#N,nt,nt,2%,1.2%,nt,-0.1%,3%,nt,i,42
COc1ccc(NC(=S)NC(NC(=O)c2cccc(C)c2)C(Cl)(Cl)Cl)c([N+](=O)[O-])c1 (stereo not drawn),0.3%,0.9,6%,?,19%,-0.1%,24%,12%,i,36
Nc1nccc(/C=C/c2ccc(Cl)cc2)n1,1.5%,nt,6%,nt,nt,-1.0%,3%,nt,i,38
O=C(NCCc1ccccc1)/C(=C\c1ccc([N+](=O)[O-])cc1)NC(=O)c1ccccc1,2.3%,1.1,1%,2.9%,1%,nt,2%,1%,i,42
O=C1NCC(c2ccccc2)C1C(=O)N/N=C\c1ccc(-c2ccc(Cl)c(Cl)c2)o1 (stereo not drawn),1.1%,1.1,12%,-4.9%,10%,0.0%,5%,9%,i,42
CC1(C)SC(=S)N(NC(=O)Nc2ccccc2)C1N(O)C(=O)Nc1ccccc1 (stereo not drawn),0.0%,1,2%,1.5%,9%,0.6%,4%,3%,i,49
COc1ccccc1CN1CCN(C(c2ccccc2)c2ccccc2)CC1,-2.2%,nt,nt,-0.4%,nt,-1.2%,nt,nt,i,56
Cc1nnc(NC(=O)C(C)Sc2nnc(-c3ccco3)n2C)s1 (stereo not drawn),0.1%,nt,nt,0.5%,nt,0.2%,nt,nt,i,34
Cc1cccc(C)c1NC(=O)C1CCCNC1 (stereo not drawn),-0.1%,1.1,11%,0.0%,1%,0.6%,3%,5%,i,21
CC(C)OCCCn1c(=O)c2ccccc2n2c(CCC(=O)NC3CCN(Cc4ccccc4)CC3)nnc12,0.2%,nt,nt,0.7%,nt,-0.2%,nt,nt,i,2
CC(=O)NCCNC(=O)CNC(=O)c1ccc(Cl)cc1,8.1%,1.1,0%,0.9%,1%,0.2%,-6%,-7%,i,46
COC(=O)c1cccc(C(=O)Nc2cnc3ccccc3c2)n1,0.5%,1.1,-3%,1.0%,5%,-0.1%,1%,11%,i,50
COc1ccc(C(=O)Nc2ccc(NC(=O)c3cccs3)cc2)cc1[N+](=O)[O-],1.1%[50 µM],1,8%,0.5%,6%,-0.7%,-5%,13%,i,58
CCS(=O)(=O)c1nc(S(=O)(=O)c2ccc(C)cc2)c(NCc2ccccn2)s1,-1.1%,1.5,-5%,0.8%,-12%,-0.9%,2%,5%,i,44
COc1ccc(/C=N/NC(=O)c2ccc3c(c2)NC(=O)C(C)(C)O3)cc1OC,0.3%,nt,nt,1.5%,nt,0.2%,nt,nt,i,22
O=C1CC(c2cccnc2)c2cc3c(cc2N1)OCCO3 (stereo not drawn),-0.1%,1,11%,-0.3%,19%,0.0%,6%,16%,i,14
CCn1c(-c2cc(-c3ccccc3)sc2N)n[nH]c1=S,nt,nt,12%,?,nt,-0.2%,2%,nt,i,31
CC(=O)Oc1ccc(C2C3=C(CC(C)(C)CC3=O)Nc3cc4c(cc32)OCCO4)cc1 (stereo not drawn),0.1%,1.1,3%,-1.9%,0%,?,-9%,0%,i,16
CCN(CC)S(=O)(=O)c1ccc(N2CCCCC2)c(NC(=O)/C(C#N)=C/c2ccc(OC)cc2)c1,6.0%,1,5%,5.9%,1%,-1.1%,-10%,2%,i,40

# Bioassay records: PubChem, several laboratories

# Compounds as they come. Share with any hit: about 1.5%.
